# EWS-Fli block: EWS/Fli-driven NR0B1 reporter inhibitors, primary screen, A673 cells, NR0B1 luciferase, luminescence, MLPCN library; viability-normalised; inhibition, % at 12.6 µM; 350,000 tested, 0.67% active; AID 651661, 2012;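 active means mean inhibition of at least 50% after viability correction, with every replicate also passing that limit; inconclusive means mean reaches 50% but only one of two replicates passes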;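 further: firefly luciferase signal divided by Alamar Blue viability fluorescence both relative to DMSO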
# PAX8 reporter: inhibitors of PAX8-driven TPO luciferase reporter, primary screen, RMG-I cells, single concentration | SteadyGlo, 24 h | inhibition, % at 12.6 µM | 360,000 tested, 1.2% active;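 active means mean replicate inhibition at least 60% with every replicate also reaching 60%; inconclusive means only one of the two criteria is met; inactive means mean below 60% and not all replicates reaching 60%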;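 further: luciferase light reporting Pax8 driven TPO promoter activity; plate controls were median of neutral control wells for no effect and mitoxantrone controls for full effect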
# FN deposit inh: inhibitors of fibronectin matrix deposition, primary screen, AH1F cells, Alexa488-fibronectin fluorescence, plate reader | AH1F fibroblasts, overnight | inhibition, % at 12.6 µM | 350,000 tested, 0.086% active;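 active means mean inhibition across replicates of 30% or more, regardless of how many single replicates reach that level; inconclusive means mean under 30% yet at least half of replicates reach 30%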;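 further: positive control wells lacked labelled fibronectin entirely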
#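 Schedule: 1 h cell adhesion before compound, then overnight fibronectin incubation; test system: AH1F fibroblast monolayer depositing Alexa488-labelled fibronectin into matrix; quantity: 10000 AH1F cells per well; probe or stimulus: fluorescent fibronectin at 24 nM final; signal: fluorescence, ex 485 nm, em 525 nm; evaluation: percent inhibition as loss of matrix-bound fibronectin fluorescence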
# INS-1E GSIS act: GLuc luminescence reporter in INS-1E cells, primary screen for activators of glucose-dependent secretion of insulin; 370,000 tested, 0.61% active; INS-1E GLuc reporter insulin secretion, 2-3 h; activation, % at 16.6 µM;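 active means lowest replicate activation of at least 40%, so every replicate reaches that level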;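 further: 0% = median of neutral control wells and 100% = median of IBMX positive control wells; some compounds called inactive have numbers as strong as hits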
# miR122 inh: miR-122 Renilla sensor signal increase in Huh7, primary screen, miR-122 inhibitor project, cell-based, single point, plate reader; Huh7 miR-122 Renilla luciferase sensor, 48 h; neutral wells = 0, positive control = 100; 340,000 tested, 0.3% active; activation (reporter increase), % at 12.5 µM;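 active means mean replicate activation score at least 90 and every replicate individually at or above 90; inconclusive means only one of the two criteria met; inactive means neither criterion met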;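 further: higher luciferase means less miR-122 activity so hits act as miR-122 inhibitors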
# CFTR F508del cor: F508del CFTR correction, initial screen, CFBE line, single point; CFBE cells, YFP halide quenching; stimulated with forskolin plus potentiator P3; % fluorescence drop versus neutral controls; activity (quench increase), % at 7.58 µM; 350,000 tested, 0.36% active; AID 720511, 2013;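 active means mean added fluorescence quench of at least 8% versus neutral control, with both replicates also reaching 8%; inconclusive means only one of the mean or replicate conditions met; inactive means mean below 8% and not both replicates reaching 8%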;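 further: cells transiently co-express mutant CFTR-F508del with the halide-sensitive YFP; corrector assay measuring rescue of mutant channel to the surface after 24 h compound exposure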
# DENV2 CPE rescue: inhibitors of DENV2 cytopathic effect, primary screen, cell-based, plate reader, single concentration | DENV2-infected cells, cytopathic effect rescue | 350,000 tested, 1.7% active | CPE inhibition, % at 9.99 µM; in the data active means CPE inhibition above about 20%, passing the limit was not always enough; inconclusive means no clear call, values can overlap the other calls; tested in BHK-21 cells;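 further: 0% = median of neutral control wells and 100% = median of positive control wells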
# * marks the source's active call; other numbers are inactive results; u = inconclusive; x = no result given; & = joins results of further samples; [ ] = another dose, or the depositor's remark.
SMILES,EWS-Fli block,PAX8 reporter,FN deposit inh,INS-1E GSIS act,miR122 inh,CFTR F508del cor,DENV2 CPE rescue
CCOC(=O)c1nnsc1N,0,-9,-2,1,x,0.4,-2
Cc1ccc(-n2nc3c(c2NC(=O)c2ccc4c(c2)OCO4)CS(=O)C3)c(C)c1 (stereo not drawn),-6,-14,-1,0,x,-5.4,2
C/C(CC(C)C)=N/Nc1ccc([N+](=O)[O-])cc1[N+](=O)[O-],-11,-4,-1,-21,-1,-0.8,7
O=C(NC[C@H]1CC[C@H]2[C@H](CN2Cc2cccc(Cl)c2)O1)C1CCOCC1,6,-22,x,x,x,3.0,58*
CCC(=O)N1CCCCN2[C@H](CO)[C@H](c3ccc(C#Cc4ccccc4)cc3)[C@H]2C1,2,5,x,-3,1[16.7 µM],0.7,-2
C[C@@H]1CCCCO[C@H](CN(C)C(=O)NC2CCCCC2)[C@H](C)CN([C@@H](C)CO)C(=O)c2cc(NC(=O)Cc3ccccc3)ccc2O1,9,x,x,-28,-7[16.7 µM],1.4,-5
CCN(c1ccccc1)S(=O)(=O)c1ccc(N)cc1,-6,-17,4,9,2,-3.3,-4
CC(C)C#Cc1ccc2c(c1)O[C@@H](CN(C)S(=O)(=O)c1cn(C)cn1)[C@@H](C)CN([C@H](C)CO)S2(=O)=O,8&0&-4,-6&-12,4&12,17,-1,-0.5&0.7&-0.4,-4&-5
COc1ccc(OC)c(Nc2nc(NCCO)c3ccccc3n2)c1,14,3,2,13,-4,-0.3,-1
CCN(CC)C(=O)c1nc[nH]c1C(=O)N1CCN(c2ccccc2)CC1,-6,3,0,0,-2,-1.3,14
O=C(C[n+]1cccc(C(=O)Nc2ccccc2)c1)c1ccccc1,-6,14,-9,6,x,1.8,11
O=C(Nc1ccc(F)cc1)N1C[C@H]2[C@@H](c3ccccc31)[C@@H](CO)N2C(=O)Cc1ccccn1,-17,7,-3,-11,-21[16.7 µM],5.5,-4
O=C(NCC[C@@H]1CC[C@H](NS(=O)(=O)c2ccc(Cl)cc2)[C@@H](CO)O1)c1ccc2c(c1)OCO2,x,x,x,4,x,-0.9,0
COc1ccc(OC)c(S(=O)(=O)NCC(c2ccco2)N2CCc3ccccc32)c1 (stereo not drawn),4,-3,4,-26,x,3.3,-8
CCO[C@@H]1OC(C(=O)NCc2ccccc2)=C[C@H](c2coc3ccccc3c2=O)[C@H]1CCCO,-7,-10,8,-5,3,-0.1,47*
CC1CN(C(=O)c2ccccc2)c2ccccc2NC1=O (stereo not drawn),x,-9,13,19,-2,x,x
C[C@@H]1CN([C@H](C)CO)C(=O)Cc2cc(NC(=O)CCC(F)(F)F)ccc2O[C@H]1CN(C)Cc1ccccc1,-1,-11,x,11,-2[16.7 µM],2.6,13
CC(=O)C1C(c2ccccc2)c2c(n[nH]c2C)CC1(C)O (stereo not drawn),x,1,3,x,-6,x,x
C[C@H]1CN([C@@H](C)CO)C(=O)c2cccc(NS(=O)(=O)c3ccc(Cl)cc3)c2O[C@@H]1CN(C)C(=O)Nc1cccc2ccccc12,2,x,x,-6,-5[16.7 µM],2.3,-11
COc1ccc(S(=O)(=O)Nc2ccc3c(c2)CC(=O)N([C@H](C)CO)C[C@@H](C)[C@@H](CN(C)S(=O)(=O)c2ccc(F)cc2)O3)cc1,1,-8,x,-30,-3[16.7 µM],-0.5,-4
O=C(c1ccc(F)cc1)N1CCC(C(=O)N2CCN(Cc3ccc4c(c3)OCO4)CC2)CC1,7,11,-10,-5,-3,-0.2,-1
C[C@@H]1CN([C@@H](C)CO)C(=O)CCCn2nncc2CO[C@H]1CN(C)C(=O)NC1CCCCC1,13&-2&-2,-7&-4,-7,6&-7,-1,0.2&2.0&-0.1,u
COc1ccc(-c2cc(-c3ccccc3)nc(N3CCCC3)n2)cc1OC,12,x,x,-1,0,-0.9,1
O=C(CCC(=O)Nc1ccccc1)NNS(=O)(=O)c1ccccc1[N+](=O)[O-],0,12,7,0,3,-2.1,-3
C[C@@H]1CN([C@H](C)CO)S(=O)(=O)c2ccc(C#CC3(O)CCCC3)cc2O[C@@H]1CN(C)C(=O)Nc1ccccc1,1,x,-11,-3,26[16.7 µM],-0.8,0
Cc1noc(C)c1S(=O)(=O)N(C)C[C@H]1Oc2ccc(NC(=O)CCCCCC(=O)Nc3ccccc3N)cc2CC(=O)N([C@@H](C)CO)C[C@H]1C,-20,-6,-9,4,x,1.4,1
FC(F)(F)c1ccc(C2[C@H]3CN(Cc4cccnc4)[C@H](c4ccccc4)C34CC2(c2ccccc2)C4)cc1 (stereo partly drawn),-5,2,4,x,-4,0.2,12
CC(C)C(NC(=O)c1ccccc1)C(=O)NCc1ccccn1 (stereo not drawn),x,x,-7,-9,-11,x,x
CCn1c(=O)c(C(=O)NNC(=O)c2ccccc2)c(O)c2ccccc21,10,-9,2,-14,-3,-1.0,-1
CN(CC(=O)Nc1ccc(Cl)cc1)C(=O)c1sccc1-c1ccccc1,-2,10,x,-50,4,0.6,0
CC1(c2ccc([N+](=O)[O-])cc2)NC(=O)NC1=O (stereo not drawn),0,-19,0,3,-7,-3.2,-2
CCOc1c(C)cnc2c1c(=O)n(Cc1c(F)cccc1Cl)c(=O)n2C,4,9,-7,18,x,0.6,-4
O=C(c1c(F)cccc1Cl)N1CCN(c2ccccn2)CC1,4,-7,10,2,-1,1.8,1
CCn1c(=S)sc2c(=O)n(CC(=O)NCCCc3ccccc3)c(C)nc21,7,9,13,22,-9,2.0,5
O=C(C[C@@H]1C=C[C@@H](NC(=O)C2CCC2)[C@@H](CO)O1)NCCCN1CCOCC1,0,1,-1,6,0[16.7 µM],1.7,1
CC1=C(C(=O)OCC2CCCO2)C(c2coc3ccccc3c2=O)C2=C(CC(C)(C)CC2=O)N1 (stereo not drawn),11,-7,5,6,x,2.0,7
CCCCCCSc1ccc([C@H]2N[C@@](CC(C)C)(C(=O)OC)[C@H]3C(=O)N(CC)C(=O)[C@@H]23)cc1,14,5,-5,x,x,0.4,-8
Cc1noc(C)c1S(=O)(=O)N(C)C[C@@H]1OCCCC[C@@H](C)Oc2ccc(NC(=O)Nc3ccc4c(c3)OCO4)cc2C(=O)N([C@H](C)CO)C[C@H]1C,-10,-1,x,20,-14[16.7 µM],4.2,-6
COc1ccccc1NC(=O)N1CCOCC1,-5,0,-2,-7,0,0.3,16
O=C(c1cc(COc2ccc(F)cc2F)on1)N1C[C@H]2CC[C@H]1C2,x,-128,-7,-3,x,-1.3,3
Cc1cccc(NC(=O)Nc2ccc3c(c2)C(=O)N(C)[C@H]2CC[C@H](CC(=O)O)O[C@H]2CO3)c1,-5,12,-21,-3,-4[16.7 µM],-1.8,-1
Cc1ccc2sc(NC(=O)CN3C(=O)c4ccccc4C3=O)nc2c1C,0,27,5,x,0,1.0,x
CN(C)c1nc(N)nc(CSc2nnnn2-c2ccc(Cl)cc2)n1,5,32,-2,-6,-2,4.8,-10
Cc1cc(C)c(C#N)c(SCc2ccccc2F)n1,-7,-4,12,3,-10,-0.4,-1
CCN1C(=O)[C@H]2[C@H]3CN=C(SCc4ccc(C#N)cc4)N3[C@@](C)(C(=O)OC)[C@H]2C1=O,9,-16,1,10,-5,2.5,-9
O=C(COC(=O)c1ccc(S(=O)(=O)N2CCCC2)cc1)Nc1ccccc1Cl,-2,0,-7,5,-3,-1.4,-7
Cc1csc2nc3cc(C(N)=O)ccc3c(=O)n12,-22,-17,x,39,-2,0.1,9
CC(=O)c1ccc(N2CCN(S(=O)(=O)c3ccc(-c4cc(C)no4)s3)CC2)cc1,11,-7,-1,-2,1,0.1,5
Cc1noc(C)c1NC(=O)N(C)C[C@H]1OCCCC[C@@H](C)Oc2ccc(NS(=O)(=O)c3c(C)noc3C)cc2C(=O)N([C@H](C)CO)C[C@H]1C,-8,-7,x,-7,7[16.7 µM],0.8,1
COc1cccc(-c2cnc3c(c2)C(=O)N([C@H](C)CO)C[C@H](C)[C@@H](CN(C)CC2CCOCC2)O3)c1,-9,-5,12,-2,-2[16.7 µM],-1.4,u
# New compounds follow:
SMILES,EWS-Fli block,PAX8 reporter,FN deposit inh,INS-1E GSIS act,miR122 inh,CFTR F508del cor,DENV2 CPE rescue
COc1ccc(OCC(O)Cn2c(N)nc3c2c(=O)[nH]c(=O)n3C)cc1 (stereo not drawn),-3,5,-18,11,-6,3.7,-7
C[C@@H]1CN([C@@H](C)CO)C(=O)Cc2cc(NS(C)(=O)=O)ccc2O[C@@H]1CN(C)C,-6,-3,-10,14,-7[16.7 µM],-4.7,-12
Cc1ccccc1-c1ccc([C@H]2[C@H](CO)N3CCCCN(S(C)(=O)=O)C[C@@H]23)cc1,-3,25,x,-16,-4[16.7 µM],-0.5,14
CCCOc1ccccc1/C=N/Nc1ccnc(=O)[nH]1,5,0,-12,x,5,0.1,u
CCC1(CC)NC(=O)N(CC(=O)N2CCc3ccccc32)C1=O,14,13,4,x,-2,0.4,7
CC(C)NC(=O)N(C)C[C@@H]1OCCCC[C@H](C)Oc2ccc(N(C)C)cc2C(=O)N([C@H](C)CO)C[C@H]1C,x,-13,4,10,0[16.7 µM],1.6,-10
CN(NS(C)(=O)=O)c1c(C#N)c(C(F)(F)F)nn1C,8,-15,1,-3,-5,0.3,-3
COc1ccc(C#Cc2ccc([C@H]3[C@H](CO)N4C(=O)CN(C(=O)c5ccncc5)C[C@@H]34)cc2)cc1,4,x,x,23,x,3.9,u
COC(=O)c1cc(=O)n(Cc2ccc3c(c2)OCO3)c(=Nc2ccc(F)cc2)s1,0,-14,10,x,-2,-4.1,-2
COc1ccc(CC(NC(C)=O)C(=O)NC2CCN(c3nnnn3-c3ccccc3)CC2)cc1 (stereo not drawn),x,10,9,x,-24,x,x

# A draw from above in order of SMILES length, descending:
SMILES,EWS-Fli block,PAX8 reporter,FN deposit inh,INS-1E GSIS act,miR122 inh,CFTR F508del cor,DENV2 CPE rescue
CC(C)NC(=O)N(C)C[C@@H]1OCCCC[C@H](C)Oc2ccc(N(C)C)cc2C(=O)N([C@H](C)CO)C[C@H]1C,x,-13,4,10,0[16.7 µM],1.6,-10
Cc1ccccc1-c1ccc([C@H]2[C@H](CO)N3CCCCN(S(C)(=O)=O)C[C@@H]23)cc1,-3,25,x,-16,-4[16.7 µM],-0.5,14
COc1ccc(CC(NC(C)=O)C(=O)NC2CCN(c3nnnn3-c3ccccc3)CC2)cc1 (stereo not drawn),x,10,9,x,-24,x,x
CCCOc1ccccc1/C=N/Nc1ccnc(=O)[nH]1,5,0,-12,x,5,0.1,u

# (further entries)
SMILES,EWS-Fli block,PAX8 reporter,FN deposit inh,INS-1E GSIS act,miR122 inh,CFTR F508del cor,DENV2 CPE rescue
CC1(C)CN(C2CCCCC2)C(=O)[C@H]1CC(=O)Nc1ccc(Br)cc1,7,8,13,-23,0,2.3,4
COc1ccc(CCN2C(=O)C3C4C=CC(C3C2=O)C2C(=O)N(CCc3ccc(OC)c(OC)c3)C(=O)C42)cc1OC (stereo not drawn),17,x,x,-36,-5,-2.0,0
CCOC(=O)CC(NS(=O)(=O)Cc1ccccc1)c1ccc(C)cc1 (stereo not drawn),4,17,5,37,4,x,-3
CC(=O)C(C(c1ccccc1)N1CCCc2ccccc21)N1CCOCC1 (stereo not drawn),8,-9,-1,-11,-10,-1.4,-1
O=C(N[C@@H]1CC[C@H](CCNS(=O)(=O)c2ccc(F)cc2)O[C@H]1CO)C1CCC1,5,-4,-8,6,x,3.7,14
O=[N+]([O-])c1ccccc1S(=O)(=O)N1CCN(c2ccccn2)CC1,-3,18,1,0,1,-0.2,-4
COC(=O)C1=C(C)N(C)C(=O)NC1c1cc2c(cc1Br)OCO2 (stereo not drawn),1,16,7,-1,2,0.4,1

# Assay outcomes deposited in PubChem BioAssay by Broad Institute.
